# Source: PubChem BioAssay (several laboratories)
# Exocytosis inh: lytic granule exocytosis inhibition; TALL-104 LAMP-1 surface exposure, flow cytometry; cells stimulated with thapsigargin and PMA; inhibition, % at 10 µM; 360,000 compounds, 0.66% hits; AID 651702;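 active means inhibition above about 55%, limit read from the data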
# aDG glyco up: alpha-DG glycosylation activation; activation, % at 10 µM; Pro5-aDG cells, alpha-DG glycosylation AlphaScreen (IIH6); 0% Pro5, 100% B10-LARGE cell signal; 360,000 compounds, 0.22% hits;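 active means activation of at least 8% versus controls, or a plate z-score of at least 8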;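 further: Pro5 are CHO cells carrying HIG-tagged alpha-DG that lacks glycosylation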
# iPSC survival up: enhancers of human iPSC single-cell survival. hiPSC single-cell survival, ATPlite luminescence; 100% = ROCK inhibitor wells, 0% = DMSO. survival enhancement, % at 20 µM. 360,000 compounds, 0.044% hits. AID 602274; in the data active means survival enhancement above about 18%;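 further: cells exposed to compounds for 16 hours before the ATP read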
# CaV13 ICDI inh: Disruptors of the CACNA1D IQ motif to Ca2+-dependent inactivation inhibitor domain association, primary screening, Förster resonance energy transfer in intact living …; 340,000 compounds, 0.098% hits; inhibition, % at 12.3 µM; AID 743397; HEK cells, CFP/YFP FRET ICDI-IQ, plate reader, 10 min; percent FRET-ratio fall versus neutral wells;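 active means mean replicate inhibition of at least 30% and at least 1% of replicates passing that level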;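 further: 0% = median of the neutral control wells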
# ABCB6 inh MLPCN: human ABCB6 transporter inhibition | Q9NP58 | K562-ABCB6 porphyrin accumulation, flow cytometry, 1 h; stronger effect = lower value | fluorescence ratio to DMSO, % at 10 µM | 360,000 compounds, 0.19% hits | AID 602162;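 active means fluorescence ratio to DMSO below 75%, the collection mean minus 3 SD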;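 further: signal is porphyrin accumulated inside mitochondria; 100% equals median channel fluorescence of DMSO control wells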
# Target sequence (Q9NP58 whole entry, looked up): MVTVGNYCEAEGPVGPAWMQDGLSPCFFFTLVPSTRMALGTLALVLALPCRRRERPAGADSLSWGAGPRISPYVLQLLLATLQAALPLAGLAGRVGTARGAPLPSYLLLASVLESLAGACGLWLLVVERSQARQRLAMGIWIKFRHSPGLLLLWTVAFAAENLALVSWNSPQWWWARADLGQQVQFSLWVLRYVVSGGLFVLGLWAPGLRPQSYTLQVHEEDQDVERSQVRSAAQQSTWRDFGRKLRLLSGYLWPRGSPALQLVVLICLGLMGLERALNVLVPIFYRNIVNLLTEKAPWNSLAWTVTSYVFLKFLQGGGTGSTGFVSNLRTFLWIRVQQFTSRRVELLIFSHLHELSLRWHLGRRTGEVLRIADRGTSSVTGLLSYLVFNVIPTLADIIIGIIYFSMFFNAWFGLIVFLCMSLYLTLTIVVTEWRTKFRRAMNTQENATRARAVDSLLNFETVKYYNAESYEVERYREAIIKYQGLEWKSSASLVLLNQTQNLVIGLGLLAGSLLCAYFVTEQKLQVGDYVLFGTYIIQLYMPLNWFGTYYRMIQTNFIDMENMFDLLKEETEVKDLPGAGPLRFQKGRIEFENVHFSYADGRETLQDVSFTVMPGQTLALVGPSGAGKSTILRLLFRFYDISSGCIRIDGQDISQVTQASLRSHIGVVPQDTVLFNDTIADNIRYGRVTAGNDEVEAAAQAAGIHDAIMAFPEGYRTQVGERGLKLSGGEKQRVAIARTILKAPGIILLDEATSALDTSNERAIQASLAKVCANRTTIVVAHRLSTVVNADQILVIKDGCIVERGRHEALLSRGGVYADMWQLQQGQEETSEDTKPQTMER
# PDI inh: PDI (human) enzyme inhibition; P07237; PDI insulin aggregation turbidity, A650, 90 min; inhibition, % at 10 µM; 350,000 compounds, 0.052% hits; AID 588391;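 active means mean inhibition across replicates of 30% or more, whatever share of single replicates reach that level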;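 further: absorbance from insulin aggregation driven by PDI reduction with DTT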
# N-glyco inh: N-linked glycosylation inhibition | D54 ERlucT glycosylation luciferase reporter, 24 h; percent of 100 nM tunicamycin response | reporter increase, % at 12.5 µM | 360,000 compounds, 0.23% hits;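 active means mean luciferase reporter signal, scaled so untreated is 0 and the glycosylation-blocking control 100, at or above a set limit in every replicate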;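 further: luciferase carries N-glycosylation sites so blocking glycosylation raises the light; 0% = median of neutral control wells and 100% = median of 100 nM tunicamycin wells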
# Vif imaging: HIV Vif inhibition | HEK293T cells, Vif self-association by quenched fluorescence, imaging, 24 h | inhibition, % at 7.49 µM | 340,000 compounds, 0.35% hits | AID 602346; in the data active means inhibition above about 50%, passing the limit was not always enough; further: some results filed as inactive read as strong as hits
# m5-HT2A agonist: agonists of mouse serotonin 5-HT2A receptor (HTR2A) | P35363 | activation, % at 7.6 µM | 360,000 compounds, 0.66% hits | CHO-K1 mHTR2A beta-arrestin complementation, luminescence; percent of 30 µM serotonin response;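 active means activation above a run cutoff, the mean activation of all tested compounds plus 3 SD, cut at about 14% in these data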;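 further: 0% = plate median of compound wells and 100% = 30 µM serotonin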
# Cardio protect: modulators protecting cardiomyocytes from myocardial damage; H9c2 cardiomyocytes, H2O2 injury protection, ATPLite, 2 h; protection from H2O2 cell death, % at 20 µM; 360,000 compounds, 0.63% hits;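 active means compounds giving at least 50% protection of heart cells from peroxide-induced death in the single-dose screen, raw or plate-pattern-corrected value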;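 further: 0% = DMSO wells with peroxide and 100% = DMSO wells without peroxide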
# Starred values were filed as active, the others as inactive; nt = not tested or not shown.
SMILES,Exocytosis inh,aDG glyco up,iPSC survival up,CaV13 ICDI inh,ABCB6 inh MLPCN,PDI inh,N-glyco inh,Vif imaging,m5-HT2A agonist,Cardio protect
O=C(Cn1c(=O)n(CC2CCCO2)c(=O)c2ccccc21)c1ccc(Cl)c(Cl)c1 (stereo unspecified),2,-0.1,5.5,-4,93,-7,0,1,7,-6
Cc1cccc(C)c1NC(=O)CN(C)C(=O)c1ccc(NS(=O)(=O)c2ccc3[nH]c(=O)[nH]c3c2)cc1,4,0.0,-0.4,-6,97,-6,2,10,0,0
CC1Cc2cc(/C(O)=C3/C(=O)C(=O)N(CCN4CCOCC4)C3c3cccc(Cl)c3)ccc2O1 (stereo unspecified),5,-0.2,3.3,nt,101,8,2,-26,-1,-3
O=S(=O)([O-])CCC[n+]1ccc(Oc2ccccc2)cc1,-2,-0.1,0.0,-19,95,3,0,4,8,2
CCOC(=O)c1ccc(S(=O)(=O)NCCN(CC)CC)cc1,0,0.9,0.7,-4,90,-5,-2,1,-1,-12
CCN(Cc1ccncc1)C(=O)c1ccc2c(c1)S(=O)(=O)c1ccccc1C2=O,35,0.8,0.0,2,89,0,-1,-5,4,10
COc1ccc(C2(c3ccc(OC)cc3)NC(=O)N(CC(=O)Nc3ccc(C(=O)N(C)C)cc3)C2=O)cc1,-4,-0.3,0.1,-11,98,6,-2,0,2,-2
Cc1cc(NC(=O)C(C)SCC(=O)OC(C)C(=O)Nc2ccccc2C)no1 (stereo unspecified),-2,-0.1,0.0,nt,97,18,1,-6,0,-5
COc1ccc(-c2c(C(F)(F)F)oc3cc(OCC(=O)Nc4ccccc4C(F)(F)F)ccc3c2=O)cc1OC,0,-0.2,2.3,-16,95,-2,0,0,-1,11
Cc1ccc(NC(=O)CN(C)C(=O)COC(=O)[C@@H](NC(=O)c2ccccc2F)C(C)C)cc1,3,0.2,-0.5,-5,97,-1,-2,21,2,1
O=c1c(Cl)c(NCC2CCCO2)cnn1C12CC3CC(CC(C3)C1)C2 (stereo unspecified),-6,0.0,-0.2,-5,101,-1,1,-2,2,10
Cn1c(=O)oc2cc(S(=O)(=O)NC3CCCCCCC3)ccc21,0,0.1,0.7,-6,88,-9,-3,4,0,-10
O=C(N/N=C/c1ccc([N+](=O)[O-])o1)c1cn(-c2ccccc2)nc1-c1ccccc1,-3,1.3,-1.4,11,127,-4,5,-2,5,18
Cc1cc(C)cc(Oc2coc3cc(O)ccc3c2=O)c1,-7,-0.2,-0.4,-3,99,9,0,11,-2,-2
CCC1(CC)Cc2ccccc2-c2nc(CN(C)C)[nH]c(=O)c21,2,0.1,-0.3,-4,141,-1,2,15,-12,0
CC(=O)Nc1ccc(-c2ccnc3c2CC(C)(C(=O)NCc2ccco2)O3)cc1 (stereo unspecified),0,-0.2,-4.4,20,111,0,20,7,6,5
CCOc1ccc(/C(O)=C2\C(=O)C(=O)N(CCOCCO)C2c2ccccc2OC)cc1 (stereo unspecified),-2,-0.2,-0.3,-3,99,14,1,11,6,-2
CCC1CCCCN1CCCNC(=O)c1ccc(CS(=O)(=O)c2ccccc2C)o1 (stereo unspecified),-1,0.0,-0.2,-4,94,7,-4,6,-3,0
O=C1CCCc2c1nc(-c1ccc(F)cc1)n2O,-5,0.1,0.5,-14,104,-2,1,-16,1,3
Cc1nc2sc(C(c3ccccc3)N3CCN(c4ccccc4F)CC3)c(O)n2n1 (stereo unspecified),1,0.3,-0.3,-4,80,4,-3,8,-6,3
CCOC(=O)C1CN(S(=O)(=O)c2ccc(C)cc2)C1,1,0.1,-3.0,-4,100,-4,1,11,0,1
Cc1c(CCCl)c(Cl)n2c(nc3ccccc32)c1C#N,25,-0.5,-1.4,-6,99,15,-19,61*,2,-18
CC(=O)C1C(c2ccccc2Cl)NC(=O)NC1(O)C(F)(F)F (stereo unspecified),-1,-0.4,-0.1,-6,100,5,-5,1,-2,-3
COc1cccc(CNC(=O)CCC2CCCN(c3cc(C)nc(N4CCCC4)n3)C2)c1 (stereo unspecified),-6,0.8,3.0,-4,109,0,2,-2,-5,-6
O=C(NC(Cc1ccccc1)C(=O)O)C1CCCCC1 (stereo unspecified),-3,0.0,2.9,-4,100,1,0,-2,-13,17
# Carrying on:
SMILES,Exocytosis inh,aDG glyco up,iPSC survival up,CaV13 ICDI inh,ABCB6 inh MLPCN,PDI inh,N-glyco inh,Vif imaging,m5-HT2A agonist,Cardio protect
CCOc1cc(NC(=O)C2CC2)c(OCC)cc1NC(=O)c1cc(OC)c(OC)c(OC)c1,-7,-0.1,0.0,-3,171,0,2,-4,7,14
Cc1nn(Cc2ccc(Cl)cc2)c(C)c1NC(=O)c1noc2c1CCc1ccccc1-2,1,-0.2,2.7,-7,96,-7,-2,-10,-1,-30
Cc1cc(C(=O)CN(Cc2ccc(F)cc2)S(=O)(=O)c2ccc3c(c2)OCCO3)c(C)n1C,0,0.3,-0.1,-5,98,-1,-3,-5,-7,-4
CN1CCN(c2ccc3c(c2)OC[C@H](Cc2ccccc2)NS3(=O)=O)CC1,-2,0.1,-0.3,-4,96,nt,nt,nt,6,nt
N/C(=N\OC(=O)Cc1cccs1)c1ccc([N+](=O)[O-])cc1,1,-0.3,2.4,-6,83,-9,8,-15,2,-8
Cc1ccc(S(=O)(=O)N(C)c2c(C)ccc(S(N)(=O)=O)c2C)cc1,-3,-0.4,1.9,1,95,-9,0,0,-2,-3
OC(Cc1cccc(C=NN2CCOCC2)n1)(C(F)(F)F)C(F)(F)F,-3,1.0,-0.1,-15,101,-4,-1,4,2,10
COc1ccc(-c2noc(C(C)NS(=O)(=O)c3ccc(NC(C)=O)cc3)n2)cc1 (stereo unspecified),-18,-0.1,0.6,-2,100,0,2,11,5,-3
C=CCOC(=O)c1ccc(N2CCN(c3ccccc3)CC2)nc1,7,0.4,1.5,-17,97,3,-2,-4,1,-7
Nc1nonc1-c1nc2ccccc2n1Cc1ccc(F)cc1,1,0.4,-1.0,-6,101,3,14,16,-5,-3
O=c1cc(C(F)(F)F)[nH]c(=O)n1C1CCCCC1,-2,0.3,6.0,nt,98,2,3,3,0,6
Cc1ccc(OCc2nc(-c3cccnc3)no2)cc1C,-2,0.1,-0.5,-5,112,-5,-1,-2,-1,-4
Cc1ccc(S(=O)(=O)N2CCN(C(=O)c3ccccn3)CC2)c(C)c1,1,-0.2,0.4,2,102,1,-1,8,2,0
Cc1oc(-c2ccc(Cl)cc2)nc1CN1CCCC(C(=O)NCCCN2CCCC2=O)C1 (stereo unspecified),-4,0.0,-1.3,-2,101,nt,-2,-13,-3,-19
CN(C)CCCN(Cc1ccccc1)C(=S)NCc1ccccc1,5,0.1,1.4,2,100,4,-1,6,-7,9
CCCCC(=O)Nc1nnc(C)s1,-5,3.5,-0.3,-5,93,-6,2,1,1,2
CC(=O)c1cc2c(cc1NC(=O)Cn1cnc3ccccc3c1=O)OCO2,6,-0.1,7.3,-2,102,-6,6,-8,1,1
CCN(C(=O)COC(=O)CCCOc1ccccc1)c1c(N)n(Cc2ccccc2)c(=O)[nH]c1=O,-1,-0.1,-0.8,-6,95,17,-1,23,6,2
Cc1cc(NC(=O)CSc2nc3ccccc3n2CC(C)C)no1,-4,3.6,-1.0,-6,99,2,-3,0,0,4
CCOc1ccc(C(=O)COC(=O)CN2C(=O)NC3(CCCCC3C)C2=O)cc1 (stereo unspecified),1,0.0,0.0,-3,89,-6,2,7,-1,-6
CC1(C)C2CC=C(/C=N/NC(=O)C(N)=O)C1C2 (stereo unspecified),-1,-0.1,-0.5,-17,97,13,3,2,0,4
Cc1cc2c(=O)[nH]c(N)nc2[nH]1,5,0.0,-0.1,-4,98,11,0,-2,16*,32
Cc1ccc(N2CC(C(=O)NNC(=O)c3ccc(F)cc3)CC2=O)cc1 (stereo unspecified),-2,0.2,-0.1,-6,101,0,2,-2,-8,-3
O=C1Nc2ccccc2C1=Nc1ccccc1-c1ccccc1,-22,0.8,-0.9,-3,96,-1,16,9,-3,-13
COc1ccc(C2CCCN2C(=O)c2cccs2)cc1 (stereo unspecified),2,-0.1,6.0,nt,94,-2,3,-9,-1,6
# More entries.
SMILES,Exocytosis inh,aDG glyco up,iPSC survival up,CaV13 ICDI inh,ABCB6 inh MLPCN,PDI inh,N-glyco inh,Vif imaging,m5-HT2A agonist,Cardio protect
CN(CC(=O)Nc1ccccc1C(=O)NC1CC1)Cc1ccccc1F,1,-0.3,0.3,-5,100,-1,-3,-7,-6,4
COc1ccc(-c2sc3ccc(N4CCOCC4)cc3c2-c2ccc(OC)c(F)c2)cc1,-2,-0.5,5.3,-10,99,-3,-6,-5,0,5
O=C(CSc1nnc2ccccn12)Nc1ncc(Cl)cc1Cl,2,0.0,3.0,-6,102,1,-1,11,8,5
O=C(c1ccc(N2C(=O)C3CCCCC3C2=O)cc1)N1CCCCC1 (stereo unspecified),0,-0.2,-1.9,-5,108,-3,2,-15,1,-3
COc1ccc(C=NNC(=O)NN=Cc2ccc(OC)c(OC)c2)cc1OC,4,-0.1,-2.5,-6,98,-2,-1,12,0,-15
CNC(=O)c1ccc(NC(=O)c2cc(S(=O)(=O)N3CCOCC3)ccc2N2CCCC2)cc1,-1,-0.1,-0.6,-2,94,-3,1,-3,5,6
O=C(/C=C/c1ccco1)Nc1cccnc1Cl,-5,0.1,-0.4,-18,99,-1,0,-5,-4,-2
O=C(O)C1CCCCC1C(=O)Nc1ccc(Cl)cc1Cl (stereo unspecified),-1,0.3,1.9,-8,107,-8,2,5,2,7
CNC(=O)CSc1cn(CC(=O)N(C(C)C)C(C)C)c2ccccc12,1,-0.1,0.7,-2,100,-3,3,-2,1,2
CC(c1ccccc1)N1CC(C(=O)N2CCN(Cc3ccc(C#N)cc3)CC2)CC1=O (stereo unspecified),0,0.2,-0.1,-5,98,-1,-1,-2,-6,-2
CC(C(=O)O)c1ccc(CC2CCCC2=O)cc1 (stereo unspecified),-1,1.5,-2.9,-4,99,-6,4,11,-1,4
CCOC(=O)CCCSc1nc2sc(C)c(C)c2c(=O)[nH]1,4,0.4,0.0,-6,99,-4,2,10,1,29
O=C(OCc1cn([C@@H]2CN(C(=O)c3cccs3)[C@@H](c3ccc(Cl)cc3)C[C@H]2O)nn1)c1ccccc1,-2,0.5,3.4,-7,94,9,0,0,-3,-5
Cc1ccc(S(=O)(=O)NNC(=O)c2sc(=S)n(C)c2C)cc1,-8,0.6,0.7,-4,101,7,-1,-1,4,3
CCOC(=O)c1c(/N=C/C2=C(O)CC(C)(C)CC2=O)sc(C(C)=O)c1C,1,-0.1,1.3,-1,97,-3,7,15,-5,10
COc1ccc(CCNS(=O)(=O)c2ccc(OC)cc2)cc1,-2,0.0,1.2,nt,99,-5,-3,10,-4,-4
Cc1nn2c(NCCCN(C)C)c3c(nc2c1-c1ccccc1)CCC3,6,0.5,-0.1,-5,97,-2,8,2,-3,10

# Some of the entries so far, with tabs.
structure	Exocytosis inh	aDG glyco up	iPSC survival up	CaV13 ICDI inh	ABCB6 inh MLPCN	PDI inh	N-glyco inh	Vif imaging	m5-HT2A agonist	Cardio protect
CCOC(=O)CCCSc1nc2sc(C)c(C)c2c(=O)[nH]1	4	0.4	0.0	-6	99	-4	2	10	1	29
O=C(c1ccc(N2C(=O)C3CCCCC3C2=O)cc1)N1CCCCC1 (stereo unspecified)	0	-0.2	-1.9	-5	108	-3	2	-15	1	-3
O=C(/C=C/c1ccco1)Nc1cccnc1Cl	-5	0.1	-0.4	-18	99	-1	0	-5	-4	-2
COc1ccc(CCNS(=O)(=O)c2ccc(OC)cc2)cc1	-2	0.0	1.2	nt	99	-5	-3	10	-4	-4
